# Nox1 inh = human Nox1 inhibition. Q9Y5S8. HT29 cells, luminol chemiluminescence ROS. inhibition, % at 6.7 µM. actives 0.81% (n = 16,000). AID 1792
# Target sequence (Q9Y5S8 whole entry, looked up): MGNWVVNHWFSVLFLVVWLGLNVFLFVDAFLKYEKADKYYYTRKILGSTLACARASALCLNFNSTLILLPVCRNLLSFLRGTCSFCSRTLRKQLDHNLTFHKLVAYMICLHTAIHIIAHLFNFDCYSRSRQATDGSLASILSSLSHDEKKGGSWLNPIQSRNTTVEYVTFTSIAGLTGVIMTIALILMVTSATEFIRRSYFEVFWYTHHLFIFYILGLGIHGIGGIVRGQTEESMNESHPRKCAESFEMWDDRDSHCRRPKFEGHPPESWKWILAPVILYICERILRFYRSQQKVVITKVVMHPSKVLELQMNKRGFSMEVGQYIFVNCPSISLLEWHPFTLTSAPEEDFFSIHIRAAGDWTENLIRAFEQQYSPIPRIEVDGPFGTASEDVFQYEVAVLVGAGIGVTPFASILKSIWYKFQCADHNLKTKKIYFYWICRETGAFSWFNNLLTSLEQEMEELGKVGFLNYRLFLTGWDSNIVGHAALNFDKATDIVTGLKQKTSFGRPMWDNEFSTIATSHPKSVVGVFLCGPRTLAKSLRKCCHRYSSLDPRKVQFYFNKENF
# luminol inh ctr = quenches luminol chemiluminescence in Nox1 counter-screen | actives 0.4% (n = 16,000) | AID 1823 | inhibition, % at 6.7 µM | HRP/luminol/H2O2 chemiluminescence counterscreen; also: reference of the scale not given here
# TLR4-MyD88 inh = TLR4-MyD88 interaction inhibition; actives 0.06% (n = 16,000); inhibition, % at 10 µM; Cell-based TLR4-MyD88 binding inhibition assay; O00206; in the data active = inhibition above about 45%
# PME-1 Maybr inh = inhibitors of human PME-1 in Maybridge library; Q9Y570; recombinant PME-1, FP-Rh probe fluorescence polarization; inhibition, % at 9 µM; actives 0.5% (n = 16,000); AID 2291; in the data active = inhibition above about 30%
# KOR antag MB = antagonists of human kappa opioid receptor OPRK1, Maybridge library; OPRK1 cells, antagonist mode, fluorescence readout; P41145; AID 652031; actives 0.4% (n = 16,000); inhibition, % at 9 µM; in the data active = inhibition above about 50%
# Target sequence (P41145 whole entry, looked up): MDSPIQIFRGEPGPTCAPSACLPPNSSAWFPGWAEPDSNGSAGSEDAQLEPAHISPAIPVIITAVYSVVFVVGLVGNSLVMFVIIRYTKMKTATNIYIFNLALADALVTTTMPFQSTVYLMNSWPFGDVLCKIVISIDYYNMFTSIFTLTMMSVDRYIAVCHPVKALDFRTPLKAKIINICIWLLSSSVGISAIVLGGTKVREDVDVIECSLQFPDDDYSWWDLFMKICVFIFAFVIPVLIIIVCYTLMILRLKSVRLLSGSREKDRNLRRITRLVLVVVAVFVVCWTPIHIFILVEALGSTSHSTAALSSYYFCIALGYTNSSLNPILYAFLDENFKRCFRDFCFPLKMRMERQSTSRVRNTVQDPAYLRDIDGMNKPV
# S1P1 ag = S1P1 (human) receptor agonism. S1P1 agonist cell-based reporter assay. actives 1.5% (n = 16,000). activation, % at 4.5 µM. P21453. AID 1044; in the data active = activation above about 80%
# rat GALR2 ag = GALR2 (rat) receptor agonism; actives 0.5% (n = 16,000); cell-based GALR2 agonist screen; O08726; activation, % at 10 µM; AID 833; in the data active = activation above about 15%
# NOTCH ag = NOTCH pathway agonism. NOTCH signaling luciferase reporter cells, luminescence. actives 0.4% (n = 15,000). activation, % at 2.5 µM; in the data active = activation above about 2.2%
# * hit, by the source's call; x = not tested or not shown. Rule as the data show it, unless noted: active = inhibition above about 75%; inactive = the rest. The order is random; about 4.8% have a hit in one of these screens.
SMILES,Nox1 inh,luminol inh ctr,TLR4-MyD88 inh,PME-1 Maybr inh,KOR antag MB,S1P1 ag,rat GALR2 ag,NOTCH ag
CC(Sc1ncccc1[N+](=O)[O-])C(=O)O (stereo not given),3.9,1.6,-1.8,-0.5,6.8,-25.7,-3.5,-1.0
COc1cccc(OC)c1C(=O)NN,-56.2,-0.8,0.8,-0.6,-15.4,-23.1,-2.3,-0.2
CCOC(=O)/C(C#N)=C/c1ccc(C)o1,-16.3,-1.9,-0.2,-0.5,14.4,-13.6,-5.5,0.1
Cc1cc(=O)oc2c1C(=O)CC(C)(C)C2,-75.0,3.7,x,1.9,-5.5,-11.0,-5.8,-1.0
O=C(CSc1nnc(-c2ccc(C(F)(F)F)cc2)o1)c1ccc(F)cc1,-18.9,-0.4,4.7,-2.4,8.8,-4.7,-5.6,-0.3
CNC(=S)NNC(=O)Cc1ccsc1,-23.6,10.8,4.2,-0.2,3.0,5.2,-2.7,0.5
N#CCCN(Cc1cccnc1)C(=S)NC1CC2C=CC1C2 (stereo not given),-3.0,2.4,-2.6,1.1,2.8,12.8,-4.6,-0.6
COc1cscc1C(=O)O,-45.0,3.5,11.2,-0.9,14.9,-16.0,-5.8,x
C/C(=C/c1ccc([N+](=O)[O-])o1)C(=O)O,-5.3,2.9,-4.0,-0.5,-12.1,-3.6,-7.2,-0.7
CC(=O)Oc1ccc2c(c1)CCC1C3CCC(OC(C)=O)C3(C)C[C@](C)(O)C21 (stereo not given in full),-21.3,1.7,-5.3,-1.1,20.6,-16.3,-5.2,0.2
CCOC(=O)N1CCc2c(sc(N)c2C#N)C1,12.4,1.4,-0.5,4.2,3.1,-7.8,-4.5,-0.1
CN(NS(=O)(=O)c1ccc(C(F)(F)F)cc1)c1cnn(C)c(=O)c1Cl,-35.4,-1.6,4.6,-1.1,-7.6,3.2,-5.4,-0.2
O=C(NC(Nc1ccccn1)(C(F)(F)F)C(F)(F)F)c1cccnc1,-22.3,2.5,-2.3,-2.7,-3.3,-3.7,-5.6,-0.6
CN1c2ccsc2C(O)=C(C(=O)Nc2cccc(Cl)c2)S1(=O)=O,-10.1,-4.5,-5.9,0.0,21.5,1.1,-0.7,-0.3
OCCNC(=S)Nc1ccccc1-c1ccccc1,-54.8,0.6,6.3,0.5,-5.2,-11.4,-3.4,-0.4
CSc1ccccc1NC(=S)Nc1ccc(Cl)cc1,-15.5,-21.1,-2.3,-6.6,6.4,15.3,-1.0,-0.3
N#Cc1c(C(F)(F)F)cc(-c2cccs2)nc1OCC(=O)c1ccccc1,-92.4,2.5,x,-1.5,21.5,38.8,-3.8,0.5
CC(C)(C)c1csc(S(=O)(=O)Cc2c(F)cccc2Cl)n1,-11.3,-2.9,-5.6,3.4,4.1,13.8,-8.2,0.4
N#Cc1c(N2CCOCC2)cccc1-n1ccnc1,3.4,-2.5,9.3,-1.4,0.3,-13.1,-7.5,-0.3
CN(C)/C=C/C(=O)c1cc(Cl)sc1Cl,-67.2,3.4,8.6,-0.4,-9.3,-2.5,-0.6,-0.1
O=C(CSc1ccc(Cl)cc1)N1CCN(c2ncc(C(F)(F)F)cc2Cl)CC1,-52.0,4.1,5.3,1.6,-7.0,19.2,-1.5,-0.3
CCN(CC)C(=O)c1ccc(-c2cccs2)s1,-39.2,0.1,1.9,6.5,-10.7,10.0,-4.1,-0.6
Clc1ccccc1OCc1nnc(-c2ccccc2Cl)o1,-11.1,3.0,-0.5,-4.1,-10.9,-7.0,-8.8,-0.8
O=[N+]([O-])c1ccsc1Sc1ccc(C(F)(F)F)cn1,-19.2,-1.7,-0.9,2.0,-15.4,1.4,-3.7,-0.5
COC(CNc1cccc(F)c1C#N)OC,-51.5,2.2,4.9,-2.5,7.2,-2.5,-3.6,0.2
SMILES,Nox1 inh,luminol inh ctr,TLR4-MyD88 inh,PME-1 Maybr inh,KOR antag MB,S1P1 ag,rat GALR2 ag,NOTCH ag
Cc1cc(S(=O)(=O)Oc2ccc(OCc3ccccc3)cc2)c(C)cc1Cl,3.6,-2.6,9.0,-2.1,12.7,-19.2,-2.9,-0.4
COC(CNC(=O)C(=O)Nc1ccc(Cl)cc1Cl)OC,-76.1,-1.4,2.2,2.4,-12.5,-2.0,-6.5,x
CCOC(NC(=O)c1ccccc1)(C(F)(F)F)C(F)(F)F,10.5,-6.8,6.6,5.0,17.3,13.7,-5.2,-0.3
Cc1cc(Cl)ccc1NC(=S)N/N=C/c1ccc(N(C)C)cc1,-2.8,-18.2,-24.1,4.6,-48.1,-29.2,10.2,-0.3
Nc1ccccc1SC/C=C/CSc1ccccc1N,8.5,-22.8,-11.6,10.6,23.6,22.1,-1.4,0.3
O=C1C=C(NCc2ccco2)CC(c2ccc(Cl)cc2)C1 (stereo not given),-23.7,-4.5,3.1,7.9,7.3,4.1,-5.6,-0.2
CCOC(=O)c1cc(-c2csc(Nc3c(C)cc(C)cc3C)n2)on1,5.3,-0.1,-6.4,-2.4,9.7,19.4,-8.5,-0.1
S=C1NC(c2ccccc2)=CC(c2ccsc2)S1 (stereo not given),-82.6,5.0,x,5.4,5.0,-2.5,-3.5,-0.7
COC(=O)c1ccc(S(=O)(=O)NC(C)(C)C)n1C,7.6,-6.6,-8.2,1.0,9.7,-4.8,-3.9,-0.3
Cc1ccc2nc(-c3ccsc3)cn2c1,-59.8,17.8,5.7,0.9,2.9,-14.3,-2.3,-0.4
CCOC(=O)C(C(=O)C(F)(F)F)C(NC(N)=S)c1ccsc1 (stereo not given),15.6,-4.8,4.8,3.1,-3.9,-15.5,-4.1,-1.0
CC(=Nc1ccc(Cl)cc1)c1ccsc1,-26.7,-0.4,-49.6,-1.8,-7.4,-10.3,-2.8,0.2
CCC/C(O)=C(\C=Nc1ccccc1C(=O)OC)C(=O)OCC,-34.8,3.4,-5.3,10.1,-28.7,-19.3,-6.4,-0.6
CC(C)CC(NC(=O)Cc1ccsc1)C(=O)N/N=C/c1c(F)cccc1Cl (stereo not given),-64.9,0.3,-2.1,2.2,-23.7,-3.9,-4.2,-0.9
COc1cc(C#N)c2ccc3ccccc3c2c1,3.7,-8.1,5.4,7.4,5.8,5.5,-4.3,-1.2
N/C(Cn1ccc(C(F)(F)F)n1)=N\OC(=O)c1cccc(C(F)(F)F)c1,-72.8,0.4,0.6,2.6,-7.2,2.3,-8.2,-0.5
CC(=O)Nc1ccc(OC(F)(F)F)cc1Cl,-8.8,-2.2,4.1,-1.0,-2.7,-8.1,-3.0,-0.1
N#Cc1ccc(Oc2ccc(C(F)(F)F)cc2NC(=O)C(F)(F)F)cc1,-11.4,-4.2,-1.0,4.0,13.1,7.3,-7.6,-0.3
COC(=O)c1ccc(C)c(NC(=O)c2ccncc2)c1,20.8,-4.8,-11.5,5.5,-16.8,-1.7,-7.4,0.4
Cc1nn(C(=O)c2cc(C)n(-c3ccccc3)n2)c(C)c1Br,-15.0,-3.7,-3.0,41.3*,-15.7,-8.6,-3.3,-0.6
c1cncc(Cn2cccc2)c1,-5.8,3.8,-8.0,2.7,-8.6,1.6,-10.4,-0.3
O=C1CC2(CCCC2)C(=O)N1CCNc1nccc(C(F)(F)F)n1,-45.9,-1.0,0.7,-1.7,2.7,-7.3,-5.5,-5.2
CCOC(=O)NC(NCCc1cc2ccccc2[nH]1)(C(F)(F)F)C(F)(F)F,-2.1,-5.4,-12.0,7.7,-25.8,24.6,-6.1,-0.6
O=C(NC1Cc2ccccc2C1)C1CC1,-2.9,-1.5,-4.2,-0.5,-6.3,-10.0,-7.7,0.5
COc1ccc(C(C)=O)cc1Oc1ccc(C)cc1,8.3,-4.0,-7.3,2.8,16.5,-12.2,-2.6,0.1

# Three compounds picked at random from those above, as already listed:
SMILES,Nox1 inh,luminol inh ctr,TLR4-MyD88 inh,PME-1 Maybr inh,KOR antag MB,S1P1 ag,rat GALR2 ag,NOTCH ag
COC(=O)c1ccc(S(=O)(=O)NC(C)(C)C)n1C,7.6,-6.6,-8.2,1.0,9.7,-4.8,-3.9,-0.3
CCOC(=O)C(C(=O)C(F)(F)F)C(NC(N)=S)c1ccsc1 (stereo not given),15.6,-4.8,4.8,3.1,-3.9,-15.5,-4.1,-1.0
COc1cc(C#N)c2ccc3ccccc3c2c1,3.7,-8.1,5.4,7.4,5.8,5.5,-4.3,-1.2

# Single records (already shown). Values in the order: Nox1 inh | luminol inh ctr | TLR4-MyD88 inh | PME-1 Maybr inh | KOR antag MB | S1P1 ag | rat GALR2 ag | NOTCH ag
# Results for CN(C)/C=C/C(=O)c1cc(Cl)sc1Cl → -67.2 | 3.4 | 8.6 | -0.4 | -9.3 | -2.5 | -0.6 | -0.1
# Results for COc1cc(C#N)c2ccc3ccccc3c2c1 → 3.7 | -8.1 | 5.4 | 7.4 | 5.8 | 5.5 | -4.3 | -1.2

# More records follow:
SMILES,Nox1 inh,luminol inh ctr,TLR4-MyD88 inh,PME-1 Maybr inh,KOR antag MB,S1P1 ag,rat GALR2 ag,NOTCH ag
COc1ccc(NC(C)=O)cc1C(C)=O,-25.1,3.4,1.5,2.8,0.8,-0.1,-9.6,x
Cn1c(SCC(=O)Nc2ccccc2)nnc1-c1cncc(C#Cc2ccccc2)c1,17.6,-7.0,0.8,12.5,5.4,12.3,-4.1,-0.5
Cc1cc(C)c(I)c(C)c1,-35.9,-0.8,9.1,2.7,29.1,-4.2,-4.3,0.0
CSc1sc(C2=NNC(O)(C(F)(F)F)C2)c2c1C(=O)CCC2(C)C (stereo not given),31.8,-5.6,9.3,35.7*,12.5,-15.7,-4.0,-1.5
O=C(NNC(=S)Nc1ccc(Cl)cc1)c1ncc(C(F)(F)F)cc1Cl,10.3,48.7,1.0,5.6,15.7,26.5,-2.7,-0.2
NS(=O)(=O)c1ccc(NNC(=O)c2ccccc2C(=O)O)cc1,-20.9,7.2,0.3,-0.6,8.4,-21.1,-1.6,-0.2
O=C1OCc2cccc3cccc(c23)S(=O)c2cccc3cccc1c23 (stereo not given),-58.7,1.7,2.1,22.2,-2.6,0.0,-7.2,-1.1
CC(=O)C1CNc2ccc(Cl)cc2C1(O)c1ccccc1 (stereo not given),-21.9,4.1,-3.6,3.0,1.2,2.9,-5.3,-4.5
N#CC(C#N)=C/C=C(/Sc1nc2cc(Cl)ccc2s1)c1ccc(Cl)cc1,-27.8,9.9,-0.5,3.1,2.9,-11.7,-8.1,-0.3
Cc1nc(-c2ccnc(=S)[nH]2)cs1,-38.1,3.4,-1.2,-5.9,23.4,5.7,-3.5,-0.8
CCOC(=O)NNC(=S)Nc1cccc(C)c1,-18.2,4.4,1.6,1.3,4.2,-0.2,-4.9,-0.3
S=c1[nH]c(=S)c2cnc(N3CCOCC3)nc2[nH]1,-36.5,5.2,1.7,1.5,-1.4,10.0,-6.1,0.2
CCn1nc(C)cc1-c1n[nH]c(=S)n1CCCOC,-45.1,-0.2,6.3,-0.6,6.5,12.5,-3.1,0.0
C1=C(c2ccccc2)C2CC=C(c3ccccc3)C2C1 (stereo not given),-5.4,-2.0,11.1,0.3,-12.8,4.5,-8.8,0.4
CCN(C(=O)c1cccnc1OCC(F)(F)F)c1ccc(Cl)cc1,-38.6,2.4,8.4,1.6,1.3,15.4,-11.7,-0.5
Cc1nc([N+](=O)[O-])cn1CC(=O)c1ccccc1,-58.4,4.1,9.3,-2.0,5.9,28.1,-5.8,-0.4
CCn1cc(C(=O)O)c(=O)c2cc(Cl)ccc21,0.0,2.8,-5.0,-1.4,-11.4,-30.2,-5.8,-0.6
O=C(O)C12CC3CC(C1)CC(C(F)(F)C(F)C(F)(F)F)(C3)C2 (stereo not given),-3.9,-6.6,-6.1,3.5,7.9,-14.0,-7.0,-1.1
CCOC(=O)/C(=C(/C)Nc1ccc(F)cc1)C1CC(=O)N(c2ccccc2)C1=O (stereo not given),-11.6,4.7,-8.5,-3.9,-2.2,-4.0,-5.4,-0.4
COc1cccc(-n2c(-c3cccnc3)n[nH]c2=S)c1,-28.2,3.8,-1.7,-0.5,-126.7,-0.3,-2.6,-0.3
O=S(=O)(NCCc1ccccn1)c1ccc2c(c1)OCCCO2,-93.5,-1.3,1.4,-1.8,-1.1,-16.3,-6.7,-0.8
CC(C)(C)C(=O)Nc1ccc(F)cc1[N+](=O)[O-],-0.5,-8.3,-2.5,4.0,10.5,1.9,-3.8,-0.6
COc1ccc(/C(C#N)=C/c2cnc(-c3ccccc3)[nH]2)cc1,-0.5,-3.8,-1.6,49.8*,-13.5,-4.9,-3.8,-0.4
O=c1[nH]cnc2c1sc(=S)n2-c1ccccc1,-17.8,2.6,0.2,-1.1,2.5,-4.7,1.5,0.0

# Of the compounds above, three have a furan ring, fused or not.
SMILES,Nox1 inh,luminol inh ctr,TLR4-MyD88 inh,PME-1 Maybr inh,KOR antag MB,S1P1 ag,rat GALR2 ag,NOTCH ag
CCOC(=O)/C(C#N)=C/c1ccc(C)o1,-16.3,-1.9,-0.2,-0.5,14.4,-13.6,-5.5,0.1
C/C(=C/c1ccc([N+](=O)[O-])o1)C(=O)O,-5.3,2.9,-4.0,-0.5,-12.1,-3.6,-7.2,-0.7
O=C1C=C(NCc2ccco2)CC(c2ccc(Cl)cc2)C1 (stereo not given),-23.7,-4.5,3.1,7.9,7.3,4.1,-5.6,-0.2

# Source: PubChem BioAssay (The Scripps Research Institute Molecular Screening Center)
